Shn3 inh set2 – reduction of Shn3 3'UTR firefly luciferase signal, primary screen, Schnurri-3 inhibitor project, cell-based, Clone20 osteoblasts, set 2. Clone20 osteoblast Shn3 3'UTR firefly luciferase, 24 h. inhibition, % at 12.5 µM. 360,000 compounds, 0.52% hits. AID 588674, 2011;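 active = mean inhibition of at least 75% with every replicate also reaching 75%; inconclusive = mean inhibition at least 75% but some replicate below; inactive = mean inhibition below 75%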;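 note: 0% = median of neutral control wells and 100% = pilot-screen positive control compound; some compounds past the cut are filed as inactive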
CaV13 FRET inh – Disruptors of the CACNA1D IQ motif to Ca2+-dependent inactivation inhibitor domain association, primary screening, Förster resonance energy transfer in intact living … | HEK cells, CFP/YFP FRET ICDI-IQ, plate reader, 10 min; percent FRET-ratio fall versus neutral wells | inhibition, % at 12.3 µM | 340,000 compounds, 0.098% hits;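 active = mean replicate inhibition of at least 30% and at least 1% of replicates passing that level; inconclusive = only one of the two criteria is met; inactive = neither criterion is met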;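 note: 0% = median of the neutral control wells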
MITF TRPM1 inh – inhibitors of MITF-dependent TRPM1 promoter reporter, primary screen, cell-based, SK-MEL-5, single point, luciferase. inhibition, % at 12.5 µM. 330,000 compounds, 0.83% hits. SK-MEL-5 TRPM1 promoter luciferase, 24 h. AID 488899, 2010;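 active = mean inhibition across replicates of 60% or more, whatever share of single replicates reaches that level; inconclusive = some that reach 60%, reason not given; inactive = mean inhibition across replicates below 60%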; note: values of inactives mirror those of a sister screen read the other way
KKLEB cytotox – cytotoxicity in KKLEB CF airway cells, primary screen, cytotoxicity control for CF NF-kB inhibitor project, cell-based, uHTS, fluorescence assay plates | KKLEB CF airway cells viability, ATPlite luminescence, overnight; stronger effect = lower value; cells stimulated with P. aeruginosa culture filtrate | activity change (cytotoxicity), % at 5 µM | 360,000 compounds, 0.36% hits | AID 602141, 2011;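 active = corrected activity change at or below -50% at 5 µM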
PDI inh – inhibitors of human PDI, primary screen, biochemical, turbidity, single point, plate reader | Protein disulfide-isomerase (Homo sapiens), P07237 | PDI insulin aggregation turbidity, A650, 90 min | inhibition, % at 10 µM | 350,000 compounds, 0.052% hits | AID 588391, 2011;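 active = mean inhibition across replicates of 30% or more, whatever share of single replicates reach that level; inconclusive = mean inhibition below 30% while every single replicate reaches 30%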;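 note: absorbance from insulin aggregation driven by PDI reduction with DTT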
Target sequence (P07237 whole entry, looked up): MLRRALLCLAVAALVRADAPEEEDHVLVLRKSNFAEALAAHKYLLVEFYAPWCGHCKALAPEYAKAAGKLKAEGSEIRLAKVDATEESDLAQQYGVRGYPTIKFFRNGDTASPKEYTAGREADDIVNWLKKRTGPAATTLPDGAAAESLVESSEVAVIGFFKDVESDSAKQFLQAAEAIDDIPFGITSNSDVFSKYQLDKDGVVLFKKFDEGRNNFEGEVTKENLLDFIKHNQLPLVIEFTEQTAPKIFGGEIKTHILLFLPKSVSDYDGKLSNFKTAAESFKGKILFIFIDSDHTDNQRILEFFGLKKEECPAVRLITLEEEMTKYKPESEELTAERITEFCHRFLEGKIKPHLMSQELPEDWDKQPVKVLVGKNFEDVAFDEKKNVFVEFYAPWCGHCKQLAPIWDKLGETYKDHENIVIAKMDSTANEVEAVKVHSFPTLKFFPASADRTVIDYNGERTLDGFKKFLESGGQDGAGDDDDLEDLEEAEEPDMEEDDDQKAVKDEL
Vif inh – HIV Vif self-association inhibitors, primary screen, imaging, HEK293T, single point; HEK293T cells, Vif self-association by quenched fluorescence, 24 h; inhibition, % at 7.49 µM; 340,000 compounds, 0.35% hits; AID 602346, 2012; in the data active = inhibition above about 50%, passing the limit was not always enough; inconclusive = no clear call, values can overlap the other calls; inactive = below about 31%; note: some results filed as inactive read as strong as hits
Peg3 prom inh – Peg3 promoter-driven luciferase inhibitors, primary screen, cell-based, HeLa, luciferase luminescence | HeLa PEG-Prom luciferase reporter, overnight | AID 588405, 2011 | inhibition, % at 20 µM | 360,000 compounds, 1.7% hits;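 active = inhibition of at least 50% at 20 µM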
HIF-2a inh – HIF-2a reporter inhibitors, primary screen, luminescence, 786-0 RCC cells. inhibition, % at 18.8 µM. 786-0 RCC cells HIF-2a reporter, luciferase luminescence, overnight. AID 624352, 2012. 360,000 compounds, 0.72% hits;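 active = inhibition of the luminescence signal of 40% or more relative to plate controls, in a single-dose primary screen at 18.75 µM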
CF NFkB block – inhibitors of PAF-induced NF-kB signaling, primary screen, cell-based, GFP fluorescence, uHTS | KKLEB NF-kB-GFP reporter, GFP fluorescence overnight | inhibition, % at 5 µM | 360,000 compounds, 0.86% hits | AID 588850, 2011;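 active = at least 50% inhibition at 5 µM, scaled per plate between neutral and stimulator controls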;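 note: PAF is a Pseudomonas aeruginosa culture filtrate used as stimulus; plate controls were PAF-stimulated DMSO wells for no effect and unstimulated DMSO wells for full effect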
NR2E3 ag-1 – inhibitors of NR2E3-RetCOR corepressor binding, primary screen, NR2E3 agonist project, biochemical, TR-FRET, GST-NR2E3, biotin-RetCOR. AID 2300, 2010. Photoreceptor-specific nuclear receptor (Homo sapiens), Q9Y5X4. 320,000 compounds, 0.12% hits. 1536-well. inhibition of corepressor binding, % at 4.78 µM;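 active = percent inhibition above the cutoff of mean plus 3 SD of all tested compounds, set per screening campaign, cut at about 20% in these data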;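 note: 0% = DMSO wells and 100% = biotin wells as full block of FRET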
Target sequence (Q9Y5X4 whole entry, looked up): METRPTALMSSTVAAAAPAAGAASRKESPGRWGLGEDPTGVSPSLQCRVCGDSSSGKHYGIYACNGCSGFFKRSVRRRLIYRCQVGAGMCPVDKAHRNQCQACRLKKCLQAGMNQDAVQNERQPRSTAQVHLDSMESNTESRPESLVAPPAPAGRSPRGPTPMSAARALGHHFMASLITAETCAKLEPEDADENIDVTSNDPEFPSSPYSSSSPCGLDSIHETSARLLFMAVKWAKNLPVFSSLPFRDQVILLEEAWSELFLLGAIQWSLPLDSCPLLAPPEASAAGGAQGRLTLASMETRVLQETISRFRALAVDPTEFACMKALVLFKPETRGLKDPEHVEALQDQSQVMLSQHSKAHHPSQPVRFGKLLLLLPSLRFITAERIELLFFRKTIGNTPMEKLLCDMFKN
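System: GST-NR2E3 and biotin-RetCOR proteins; probe or stimulus: 7 nM biotin-RetCOR; doses: compound at 4.8 µM, single dose; schedule: Compound–protein incubation for 5 h at 4 °C; detection: time-resolved FRET; read-out: percent inhibition; controls: biotin wells as high control, 0.6% DMSO wells as low control; format: 1536-well plates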
NR2E3 ag-2 – NR2E3 agonists in two-hybrid cells, primary screen, cell-based, luminescence, CHO-S, Gal4-NCOR/VP16-NR2E3; luciferase; AID 602229, 2012; 360,000 compounds, 0.35% hits; inhibition of corepressor binding, % at 3.98 µM;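 active = inhibition above the mean of all tested compounds plus 3 SD, cut at about 70% in these data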;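 note: 0% = DMSO with NR2E3 transfected cells and 100% = cells lacking NR2E3 construct; higher means lower luciferase signal from less NR2E3 corepressor binding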
Starred values were filed as active, the others as inactive; ? = inconclusive; nt = no result given. Compounds as they come (roughly 3.3% active in at least one column).

Molecule	Shn3 inh set2	CaV13 FRET inh	MITF TRPM1 inh	KKLEB cytotox	PDI inh	Vif inh	Peg3 prom inh	HIF-2a inh	CF NFkB block	NR2E3 ag-1	NR2E3 ag-2
CC(=O)c1cccc(Nc2cc(C)nc3ccccc23)c1	-8	1	0	1	3	7	-43	17	-32	1	23
COC(=O)c1ccc(NC(=O)CCc2c(C)nc3ncnn3c2C)cc1	-2	-6	9	4	2	-3	18	7	-6	2	-16
Cc1nnc(NC(=O)CSc2nnc(Cc3cccn3C)n2-c2cccc(C(F)(F)F)c2)s1	-11	-7	nt	2	nt	nt	10	11	13	1	-28
Cc1cnn(CCC(=O)NNC(=S)Nc2cccc(Cl)c2)c1	18	-9	3	-1	2	9	17	9	-6	1	18
Cc1ccc(S(=O)(=O)NCCC(=O)N(C)Cc2cccs2)cc1	-8	-5	-9	14	0	-5	5	7	3	5	3
CCc1cc(C(c2cccc(OC)c2)N2CCOCC2)c(NC(=O)c2ccccc2)s1 (stereo not drawn)	-3	nt	0	6	13	3	-1	-14	-1	1	-31
O=C(Nc1ccccc1)Nc1cnccn1	10	-2	0	21	2	-13	-16	-33	-28	-1	15
N#CC1=C2SCN(c3ccccc3)CN2C(=O)CC1c1ccccc1Cl (stereo not drawn)	-9	-9	-3	-4	nt	4	-3	-5	-23	2	-32
COc1ccc(Cl)cc1NC(=O)CNCC(c1ccccc1)N(C)C (stereo not drawn)	5	4	16	-7	-2	2	7	17	13	-10	-1
Cn1cccc1C(=O)OCC(=O)NCCCc1ccccc1	4	-15	0	15	0	-3	-16	-42	3	nt	-31
CC(C)OC(=O)c1cc2ccccc2[nH]1	-17	-4	-48	-8	3	-3	-54	-64	4	-1	-25
Cc1ccc(S(=O)(=O)Nc2cccc(C(=O)NCC(c3ccc(F)cc3)N3CCOCC3)c2)cc1 (stereo not drawn)	18	-5	nt	-4	0	1	10	-4	12	nt	-38
Cc1ccc(NS(=O)(=O)c2ccc3c(c2)oc(=O)n3C)cc1C	26	-14	15	12	23	2	10	21	8	0	-12
O=C(CSc1ccc2nnc(-c3cccnc3)n2n1)NCc1ccc2c(c1)OCO2	17	-5	3	3	3	-7	4	3	-26	3	-25
COc1c(-c2ccc([N+](=O)[O-])cc2[N+](=O)[O-])c(=O)n(C)c(=O)n1C	11	-1	10	5	8	-7	16	17	-13	2	0
O=[N+]([O-])c1cc(S(=O)(=O)C(F)(F)F)ccc1Sc1nc2ccccc2s1	98*	nt	54	-38	-12	8	110*	56*	10	2	-11
CCCNC(=O)c1ccc2c(=O)c(O)c(-c3ccsc3)[nH]c2c1	-45	nt	35	-8	6	-6	24	-14	16	-6	14
COc1cc(CN2CCN(C(O)(c3ccccc3)c3ccccc3)CC2)cc(OC)c1OC	17	-3	-4	6	-21	1	-1	15	-3	nt	13
N#CCCN1CCn2c1nc1ccccc12	nt	-4	-6	4	-8	nt	4	4	-12	4	1
COc1cc(NS(=O)(=O)c2ccc(NC(C)=O)cc2)nc(OC)n1	-14	-5	12	-14	2	-7	8	5	10	-7	-9
C=C(C)CC1Nc2ccccc2NC1CC(=C)C (stereo not drawn)	-2	-6	6	8	1	33	17	8	2	-3	-4
Cc1cccc(Nc2ccc(C(=O)N3CCOCC3)cn2)c1	-18	-6	-5	-8	-1	-3	-75	-126	5	2	-25
O=C(N/N=C/c1ccc(O)cc1O)NC12CC3CC(CC(C3)C1)C2	15	-20	-27	3	5	-3	-34	13	6	3	-50
O=[N+]([O-])c1ccc2nc(NS(=O)(=O)c3ccccc3[N+](=O)[O-])sc2c1	3	-4	2	-9	13	6	-117	-77	8	6	-113
O=C(c1cccc2ccccc12)N1CCN(c2ccc([N+](=O)[O-])c(N3CCOCC3)c2)CC1	25	-4	23	-5	11	nt	29	22	11	-3	-11
O=C1CC(NC(=O)C(F)(F)F)c2cc3c(cc21)OCO3 (stereo not drawn)	5	3	2	9	-7	0	8	10	-15	2	22
COc1cccc(N2[C@@H](CC(=O)O)c3ccc(/C=C/C(=O)O)cc3S2(=O)=O)c1	-2	-4	10	3	4	-4	0	15	9	9	-26
CC(=O)Nc1ccc(/C=C/c2ccc3c([N+](=O)[O-])cccc3n2)cc1	-58	-8	-59	9	0	1	-227	-392	-42	0	-95
CN(C)CCN(C)C1CN(Cc2ccc([N+](=O)[O-])cc2)S(=O)(=O)C1 (stereo not drawn)	-5	-5	nt	2	12	-3	18	-1	12	nt	0
CN(C)S(=O)(=O)c1ccc(NC(=O)CSc2nnnn2C)cc1	27	-3	7	5	6	-6	14	21	14	2	-15

One compound at a time (already shown). Values in the order: Shn3 inh set2 | CaV13 FRET inh | MITF TRPM1 inh | KKLEB cytotox | PDI inh | Vif inh | Peg3 prom inh | HIF-2a inh | CF NFkB block | NR2E3 ag-1 | NR2E3 ag-2
Listed for COc1cc(CN2CCN(C(O)(c3ccccc3)c3ccccc3)CC2)cc(OC)c1OC = 17 | -3 | -4 | 6 | -21 | 1 | -1 | 15 | -3 | nt | 13
Listed for CC(=O)Nc1ccc(/C=C/c2ccc3c([N+](=O)[O-])cccc3n2)cc1 = -58 | -8 | -59 | 9 | 0 | 1 | -227 | -392 | -42 | 0 | -95

Other records follow.
Molecule	Shn3 inh set2	CaV13 FRET inh	MITF TRPM1 inh	KKLEB cytotox	PDI inh	Vif inh	Peg3 prom inh	HIF-2a inh	CF NFkB block	NR2E3 ag-1	NR2E3 ag-2
CCOC(=O)C1CCN(C(=O)C23CC4CC(CC(C4)C2)C3)CC1	-9	-5	1	2	-3	-12	9	14	12	-2	6
Cc1ccccc1Cn1cc(NC(=O)CCCn2nc([N+](=O)[O-])cc2C)cn1	5	0	3	4	-2	-5	22	2	5	-1	9
C/C(CC(=O)N(C(C)C)C(C)C)=N\NC(=O)COc1ccc(Br)cc1Br	7	-3	8	-4	-5	10	-9	11	16	3	0
COC(=O)CCN(C(=O)c1cc([N+](=O)[O-])cc([N+](=O)[O-])c1)c1ccccn1	-12	-3	5	-2	-1	-1	5	6	5	1	-39
O=C(CCCOc1ccc(Cl)cc1)N1CCCCC1	-27	-8	-50	3	1	-8	-112	-215	-7	3	-40
O=C(O)c1ccccc1/C=N/N1CCN(C2c3ccccc3-c3ccccc32)CC1	-26	-9	-12	7	-2	6	6	16	2	4	6
CC1(C)Cc2nc(N)c(=O)sc2C1	-14	-9	15	-10	-3	1	17	11	-1	5	-10
CCC1CCCCN1C(=O)COc1ccccc1NC(C)=O (stereo not drawn)	-1	-6	15	1	4	-11	17	6	-14	4	-5
COc1ccccc1NS(=O)(=O)c1ccc(NC(=O)c2[nH]nc(OC)c2[N+](=O)[O-])cc1	-2	-3	-19	1	4	-1	8	3	6	nt	11
Cc1ccc(C2(C)NC(=O)N(CC(=O)N3CC(=O)Nc4ccccc43)C2=O)cc1 (stereo not drawn)	21	-5	11	6	-6	?	-9	8	-27	nt	-17
C=CCN1CC(=O)N2C(C)c3[nH]c4ccccc4c3C[C@H]2C1=O (stereo partly drawn)	-8	-4	-9	7	-3	-9	0	2	-7	4	-14
CCOC(=O)C1CCN(C(=O)COc2cc(C)c(Br)cc2C)CC1	13	nt	1	2	-4	2	1	6	8	6	6
CCOc1ccc(NC(=O)c2sc3nc(N4CCOCC4)c4c(c3c2N)CC(C)(C)OC4)cc1	16	-5	36	2	-9	-4	8	6	12	1	3
CC(OC(=O)c1ccccc1O)C(=O)Nc1ccc(Cl)cn1 (stereo not drawn)	-17	-4	13	-12	6	-11	-3	9	32	0	-16
CC1(C(=O)NCC(F)(F)F)CCN1C(=O)Cc1ccc(-c2ccccc2)cc1 (stereo not drawn)	15	-5	nt	-7	6	-5	8	-5	-5	nt	28
CCN(CC)c1ccc(CN(C(=O)c2ccco2)C2CCS(=O)(=O)C2)cc1 (stereo not drawn)	20	-6	6	-10	-6	-2	20	-16	-2	5	-6
CC(=O)c1ccc(S(=O)(=O)N2CCN(C(=O)CSc3ccc(C)c(C)c3)CC2)cc1	5	-3	nt	-2	4	6	17	9	-17	-10	-9
COc1cc2c(cc1OC)C(C(=O)N1CCCCC1)C(c1ccccc1F)N(C)C2=O (stereo not drawn)	-17	-5	4	-7	0	10	18	20	-8	2	-11
CC1CCCC(NC(=O)c2ccc3snnc3c2)C1C (stereo not drawn)	-19	-5	-11	-8	-7	-11	-57	-45	4	-2	-14
CCC(C)NC(=O)c1ccccc1NC(=O)C(C)N(c1ccccc1)S(C)(=O)=O (stereo not drawn)	-22	-10	4	8	7	-2	14	3	-10	0	7
